# ROC1-CUL1 inh – human ROC1-CUL1 E3 ligase inhibition | in vitro K48 di-Ub FRET, acceptor:donor ratio, 45 min | actives 0.6% (n = 140,000) | AID 1347404 | inhibition, % at 10 µM; in the data active = inhibition above about 25%
# Target sequence (P62877 whole entry, looked up): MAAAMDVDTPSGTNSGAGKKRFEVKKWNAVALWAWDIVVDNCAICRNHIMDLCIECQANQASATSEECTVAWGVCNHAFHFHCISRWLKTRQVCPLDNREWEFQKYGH
# Target sequence (Q13616 whole entry, looked up): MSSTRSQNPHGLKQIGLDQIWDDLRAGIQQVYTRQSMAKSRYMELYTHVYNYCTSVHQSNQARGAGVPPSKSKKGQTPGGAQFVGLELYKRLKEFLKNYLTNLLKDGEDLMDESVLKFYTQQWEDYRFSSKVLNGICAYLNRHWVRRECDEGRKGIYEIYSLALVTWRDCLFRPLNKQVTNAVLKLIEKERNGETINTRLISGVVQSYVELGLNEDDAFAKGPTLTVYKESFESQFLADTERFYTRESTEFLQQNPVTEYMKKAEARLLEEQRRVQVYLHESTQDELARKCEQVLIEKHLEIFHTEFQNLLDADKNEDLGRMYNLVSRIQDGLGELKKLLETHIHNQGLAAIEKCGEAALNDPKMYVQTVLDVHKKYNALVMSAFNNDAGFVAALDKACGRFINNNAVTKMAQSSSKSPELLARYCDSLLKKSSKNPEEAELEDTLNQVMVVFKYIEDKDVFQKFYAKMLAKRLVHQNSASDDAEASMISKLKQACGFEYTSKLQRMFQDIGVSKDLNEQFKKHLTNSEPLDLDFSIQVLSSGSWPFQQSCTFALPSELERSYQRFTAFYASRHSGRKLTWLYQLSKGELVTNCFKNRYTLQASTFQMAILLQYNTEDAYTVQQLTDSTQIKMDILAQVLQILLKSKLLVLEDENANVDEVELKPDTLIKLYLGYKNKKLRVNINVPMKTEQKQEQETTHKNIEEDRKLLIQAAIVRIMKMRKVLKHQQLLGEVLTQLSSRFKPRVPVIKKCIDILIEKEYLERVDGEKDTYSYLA
# Active calls of the source: *; & = joins results of further samples. These rows are one share of the data, so the mix of outcomes need not match the whole.
# Sample of the layout (five entries):
SMILES,ROC1-CUL1 inh
Cc1ccc(C(=O)c2ccc(NC(=O)c3snnc3C)cc2)cc1,-2
C(CN1CCN(c2ncccn2)CC1)=C(c1ccccc1)c1ccccc1,-8
CCCN(c1ccccc1F)S(=O)(=O)c1ccc2c(c1)C(C)(C)C(=O)N2C,-4
Cc1nn(CCC(=O)NCc2ccc(N(C)C)cc2)c(=O)c2nn(-c3ccccc3)c(C)c12,8
Cc1ccc2[nH]c3nc(N=Nc4c(O)[nH]c5c(Br)cc(Br)cc45)nnc3c2c1,2

# Main list, repeating the preview:
SMILES,ROC1-CUL1 inh
Cc1ccc(C(=O)c2ccc(NC(=O)c3snnc3C)cc2)cc1,-2
C(CN1CCN(c2ncccn2)CC1)=C(c1ccccc1)c1ccccc1,-8
CCCN(c1ccccc1F)S(=O)(=O)c1ccc2c(c1)C(C)(C)C(=O)N2C,-4
Cc1nn(CCC(=O)NCc2ccc(N(C)C)cc2)c(=O)c2nn(-c3ccccc3)c(C)c12,8
Cc1ccc2[nH]c3nc(N=Nc4c(O)[nH]c5c(Br)cc(Br)cc45)nnc3c2c1,2
O=C(CCCc1ccccc1)Nc1cccc(N2CCC(N[C@@H]3CS(=O)(=O)C[C@H]3O)CC2)c1,-2
Cc1sc(NC(=O)c2ccccc2)c(CN2CCN(Cc3ccccc3)CC2)c1C,2
COc1cccc(CC2CN(C(=O)CCn3nc(C)cc3C)CCO2)c1 (configuration not stated),4
Cc1ccccc1C(=O)NCc1nnc(SCC(=O)Nc2ccc(C(C)C)cc2)n1C,2
COCCOc1ccc(C(=O)Nc2ccccc2F)cc1,14
Cc1cc([N+](=O)[O-])nn1Cc1ccc(C(=O)O)cc1,-1
CN(C(=O)c1cc2c(Cl)nc3ccccc3c2s1)c1cccc(C(F)(F)F)c1,1
Cc1ccc(NC(=O)CCCn2c(=O)c3cccn3c3ccccc32)cc1Cl,-2
CCN(CC)CCN(C)Cc1nc(-c2ccc(C(F)(F)F)cc2)no1,2
CC(c1ccncn1)N(C)C(=O)c1csc2nc(-c3cccc(F)c3)cn12 (configuration not stated),-6
O=C(Nc1ccc(Br)cc1)C1CSCN1C(=O)OCc1ccccc1 (configuration not stated),-2
C=C(C)COc1cccc(C(=O)N2CCN(c3ccc(OC)cc3)CC2)c1,11
O=C1CCC(C(=O)N2CCOc3ccccc3C2)CN1CCc1ccccn1 (configuration not stated),-7
CC(=O)c1cn(-c2ccc([N+](=O)[O-])cc2)c(=O)n(C)c1=O,-8
CCCn1c2ccccc2c2cnn(CC(=O)N3CCCC(C(=O)OCC)C3)c(=O)c21 (configuration not stated),6
COc1ccc(C(=O)OC(C)CN2CCN(C)CC2)cc1 (configuration not stated),4
CC(C)c1ccc(CN2CCCC3(CCN(Cc4ccc(CO)o4)C3)C2=O)cc1 (configuration not stated),0
O=C(Nc1ccc(Br)cc1)C1CCN(S(=O)(=O)c2cccc3nsnc23)CC1,1
CCOc1ccc(CCNC(=O)c2cc3c(=O)n(C)c4ccccc4c3s2)cc1OCC,-5
CCOC(=O)c1cnc2c(ccc3ccccc32)c1N,-4
CCCCOc1ccc(S(=O)(=O)N2CCCC2)c2ccccc12,7
CCc1cccc(C)c1NC(=O)Cn1nnc(-c2nc(-c3ccccc3F)no2)c1N,-9
CS(=O)(=O)N(CC(=O)N/N=C/c1cc([N+](=O)[O-])ccc1Cl)c1ccccc1,-9
Cc1cc(Cl)ccc1OCC(=O)Nc1c(Cl)ccc2nsnc12,-13
COc1ccc(C2C(C(=O)c3ccco3)C(=O)C(=O)N2CC2CCCO2)cc1 (configuration not stated),-2
COC(=O)c1ccc(/C=C2\SC(=O)N(Cc3ccc(Br)cc3)C2=O)cc1,1
CCCc1ccc2oc(C(=O)N3CCCC(C(=O)c4cccnc4)C3)c(C)c2c1 (configuration not stated),7
O=C(c1c(F)cccc1Cl)N1CCN(c2ccc(F)cc2)CC1,-7
Cc1c(Cl)cccc1NC(=O)C1CCCC1,1
O=C(Cn1c(=O)n(-c2ccccc2)c(=O)c2c3c(sc21)CCCC3)Nc1cccc(F)c1,1
O=C(CNc1ccc(Cl)cc1Cl)NN=Cc1ccccc1OCc1ccccc1,11
O=C(CSc1ncccn1)N/N=C/c1ccc(Cl)cc1,-1
Cc1ccc(C(=O)NCC(c2ccco2)S(=O)(=O)c2cccs2)cc1C (configuration not stated),-11
C(=N\N(c1ccccc1)c1ccccc1)/c1ccco1,1
COc1ccc(C(NS(=O)(=O)c2ccc(C)cc2)C2C(=O)CCCC2Sc2ccccc2)cc1 (configuration not stated),6
COc1ccc2c(c1)cc(C(O)c1cccnc1)n2S(=O)(=O)c1ccccc1 (configuration not stated),4
CCOc1ccc(-c2cnc(NCc3ccc(OC)cc3OC)n2C)cc1,2
COc1ccc(C2CC(=O)C(C=NCCCN3CCOCC3)C(=O)C2)cc1 (configuration not stated),10
Clc1ccc(-c2csc(Nc3nc(-c4ccccc4)cs3)n2)cc1,-8
CC(C)(C)C1c2[nH]c3ccccc3c2CCN1CCCC(F)(F)F (configuration not stated),-9
Cc1ccc(Cl)cc1NC(=O)c1ccccc1F,9
O=C1CCCCCN1Sc1c(-c2ccccc2)nc2sccn12,-1
COc1ccccc1CCNC(=O)c1cc2c(=O)n3cccc(C)c3nc2n1C,4
CC(C)=CCN1CCCC1C(=O)Nc1cccc(-n2cccn2)c1 (configuration not stated),-2
COc1cc(Cl)c(NC(=O)CN(C)S(=O)(=O)c2ccc3[nH]c4c(c3c2)CCCC4)c(OC)c1,-2

# Ordered by the number under ROC1-CUL1 inh (lowest first): three of the compounds above
canonical_smiles	ROC1-CUL1 inh
COc1cc(Cl)c(NC(=O)CN(C)S(=O)(=O)c2ccc3[nH]c4c(c3c2)CCCC4)c(OC)c1	-2
O=C1CCCCCN1Sc1c(-c2ccccc2)nc2sccn12	-1
COc1ccccc1CCNC(=O)c1cc2c(=O)n3cccc(C)c3nc2n1C	4

# (continued)
SMILES,ROC1-CUL1 inh
CCN(CC)CCCNC(=O)c1cn(CC(C)C)c(=O)c2c1c1ccccc1n2C,6
O=C1Nc2ccc(S(=O)(=O)Nc3ccccc3O)c3cccc1c23,2&-8
CC(C)CN1CCC(C2CCN(C(=O)c3cn4ccccc4n3)C2)CC1 (configuration not stated),0
O=C(CN1CCN(c2cccc(Cl)c2)CC1)Nc1ccc(F)cc1,-3
Cc1c(C2C3=C(CCCC3=O)N(c3ccccc3C#N)C(=N)C2C#N)cnn1C (configuration not stated),-3
COc1cc(CNc2ncn[nH]2)cc(OC)c1OC,1
CCOc1ccc(C(=O)NCCSc2c(C)[nH]c3ccccc23)cc1OCC,0
Cc1cccc(OCCCCn2c(C3CC(=O)N(c4ccccc4Cl)C3)nc3ccccc32)c1 (configuration not stated),-7
Cc1cccc2c(Cl)cc(=O)[nH]c12,-6
Cc1ccc(C(=O)N2CCN(Cc3cc(=O)n4nc(-c5ccccc5)sc4n3)CC2)cc1,1
CC(NC(=O)c1cc(Cl)cc(Cl)c1)C1CCCO1 (configuration not stated),-5
Cc1ccc(CNC(=O)c2cnn(-c3cccc(C)c3)c2C2CCN(C(=O)OC(C)(C)C)CC2)cc1,-8
Cn1c(COc2ccc3ccccc3c2)nnc1SCC(=O)N1CCN(c2ccccc2)CC1,8
CCCCNC(=O)c1nnn(-c2ccc(C)c(Cl)c2)c1C,8
CC(=O)Nc1ccc(OCC(O)Cn2c3ccc(Cl)cc3c3cc(Cl)ccc32)cc1 (configuration not stated),0
CCOC(=O)c1c(C)[nH]c(C)c1S(=O)(=O)N1CCC(C(=O)Nc2ccc(F)cc2F)CC1,6
CCOC(=O)c1[nH]c(C(=O)O)c(C(=O)OCC)c1C,9
O=C(NC1CCCN(CCc2ccccc2)C1)c1ccoc1 (configuration not stated),6
O=C(O)c1cc2ccc3ccc(c1C(=O)O)n32,4
Cc1ccccc1NC(=O)c1ccc2c(c1)CCN2S(C)(=O)=O,1
O=C(Cc1ccccc1)NC(=S)Nc1ccc2c3c(cccc13)CC2,-2
COc1ccc(C2N(c3ccc(OC)cc3)C(=O)C2(F)F)cc1 (configuration not stated),-6
N#CC1C(=N)Oc2ccc3cc(Br)ccc3c2C1c1ccc(F)cc1 (configuration not stated),1
CC(C)Oc1ccc(CNC(=O)c2cccc(NC(=O)c3nsc4ccccc34)c2)cc1,-3
O=C(NCc1cn(-c2ccccc2)nc1-c1ccccc1)c1ccc(Br)o1,-5
Cc1ccc(OC(C)C(=O)Nc2ccccc2C)cc1 (configuration not stated),-9
Cc1ccc(CN(C)c2ccc(C(=O)N3CCC(Oc4cccnc4)CC3)cn2)o1,-1
CCn1cc(C(=O)NCCc2ccc(Cl)cc2)c(=O)c2cc(S(=O)(=O)N3CCCCCC3)ccc21,1
O=c1c2c3c(sc2nc(SCc2ccc(Cl)c(Cl)c2)n1Cc1ccccc1)CCC3,2
CCCn1c(=O)n(C2CCCCC2)c(=O)c2ccccc21,14
COc1cc(-c2noc(-c3cc(C(C)C)[nH]n3)n2)cc(OC)c1OC,11
Fc1cccc(/C=N/n2c(-c3ccccc3)n[nH]c2=S)c1,0
O=C(CSc1nc2cc(C(F)(F)F)ccc2s1)Nc1ccccc1Oc1ccccc1,8
COc1ccc(-c2cc(C(=O)Nc3sc4c(c3C#N)CCCC4)no2)cc1OC,-4
O[C@@H]1CCN(Cc2nc(-c3ccc(C(F)(F)F)cc3)no2)C1,19
COc1cccc(-c2nn(-c3ccccc3)cc2CN2CCCC(OC)C2)c1 (configuration not stated),7
CCOc1ccccc1C(=O)Nc1cc(C)ccc1NC(=O)c1ccco1,11
O=C1c2cccc3cccc(c23)C(=O)N1Cc1nnc(Nc2ccccc2)s1,8
CN1CCN(CC(O)COc2ccc(CNCC(F)(F)F)cc2)CC1 (configuration not stated),14
Cc1ccc(-c2nn(-c3ccccc3)cc2-c2nc(-c3ccccc3)c(-c3ccccc3)[nH]2)cc1,-3
Cc1cccc(OC(C)C(=O)N2CCN(c3ncccn3)CC2)c1C (configuration not stated),5
COc1cc2c(cc1OC)C(C(C)c1ccc(CC(C)C)cc1)N(C(C)=O)CC2 (configuration not stated),-14
Cc1ccc(OCC(=O)Nc2ccc(Cc3ccc(NC(=O)COc4ccc(C)c(C)c4)c(O)c3)cc2O)cc1C,0
C=CCn1c(=O)c2c(nc3n2CCCN3c2ccc(C)cc2)n(C)c1=O,-7
CCOc1ccc(-c2nc3c(c(SCC(=O)N4CCCCC4)n2)Cc2ccccc2O3)cc1,3
O=C(c1ccc(Cl)cc1OC1CCN(Cc2ccncc2)CC1)N1CCCCC1,0
CCCc1cc(C(=O)Nc2cc(C)ccc2C)n(C)n1,0
Cc1cc(C(=O)CN2CCCCC2)c(C)n1-c1ccc(Cl)c(Cl)c1,7
CCOC(=O)c1sc(N)nc1-c1ccccc1,-3
CN(CC1(c2ccccc2)CC1(C)C)C(=O)CCC1(Cc2ccc(F)cc2)CCC(=O)N1 (configuration not stated),4

# Additional structures.
SMILES,ROC1-CUL1 inh
Cc1cccc(-n2c(Cc3ccccc3)nnc2SCc2nc(-c3cccs3)no2)c1,-5
COc1ccc(C(=O)C2CCCN(C(=O)c3cccs3)C2)cc1F (configuration not stated),-5
Cc1c(NS(C)(=O)=O)cccc1C(=O)NC1CCCCC1,2
CC1CCCCN1C(=O)Cn1cc(/C=C2/C(=O)N(c3ccccc3)C(=S)N2C)c2ccccc21 (configuration not stated),9
CNC(=O)c1[nH]cnc1C(=O)Nc1ccccn1,17
COc1cccc(NS(=O)(=O)Cc2c(F)cccc2Cl)c1,9
CN(C)c1ccc(/C=C2/C(=N)N3N=C(COc4ccccc4)SC3=NC2=O)cc1,-3
C#CCOc1ccc(C2C3=C(CC(C)(C)CC3=O)N(CC(=O)O)C3=C2C(=O)CC(C)(C)C3)cc1Cl,9
C=CCCCCOc1ccc(C(=O)Oc2ccc(CCCCC)cc2)cc1,-6
C=CCN1C(=O)S/C(=C/c2cccn2-c2ccc(C(=O)O)cc2)C1=O,1
CCCCc1c(C)[nH]c2ccccc2c1=S,1
Cc1cc(C)c(NC(=O)c2c(C)noc2C)c(C)c1,1
CCCCOc1ccc(C(=O)NCCc2csc(-c3ccc(OC)cc3)n2)cc1,1
O=C(Cn1ccnc1)N1CCCC1,8
N#CC1C(=N)N(c2cc(C(F)(F)F)ccc2Cl)C2=C(C(=O)CCC2)C1c1ccc(Cl)cc1 (configuration not stated),2
CCOc1ccc(OCC)c(NS(=O)(=O)c2ccc(-c3coc(C)n3)cc2)c1,-8
Cc1cccc(CN2CCC(N3CCC(C(=O)N(C)Cc4ccc(C)o4)CC3)CC2)n1,-1
CCOc1ccc(NC(=O)CSCC(=O)NCCc2ccccc2)cc1,-8
Cc1cc(C)n2nc(C)c(Br)c2n1,-6
COc1ccc(C2(C(=O)Nc3ccc(F)cc3)CCOCC2)cc1OC,9
Oc1ccccc1C=NCC12CC3CCC(CC(C3)C1)C2,7
Cc1ccccc1CN1CCC(N2CCCC(C(=O)NC3CC3)C2)CC1 (configuration not stated),-3
OCC1CCCCN1Cc1ccc2c(c1)CN(Cc1cc(CN3CCCCC3)cs1)CCO2 (configuration not stated),0
CC(NS(=O)(=O)c1cccc(S(=O)(=O)c2ccccc2)c1)C(=O)O (configuration not stated),14
Cn1c(=O)c2c(n(C)c1=O)=NC1(CCCCC1)N=2,-4
CN1CCN(C(=O)c2coc(CN3CCN(c4ncccn4)CC3)n2)[C@@H](c2ccccc2)C1,2
O=C1NC(=S)NC(=O)C1=Cc1c(OCc2ccc(Br)cc2)ccc2ccccc12,58*
Cc1ccc(NC(=O)CSc2nnc(CNc3cccc(Cl)c3)o2)cc1[N+](=O)[O-],2

# An excerpt of these results, field by field:
OCC1CCCCN1Cc1ccc2c(c1)CN(Cc1cc(CN3CCCCC3)cs1)CCO2 (configuration not stated)
- ROC1-CUL1 inh: 0

CC(NS(=O)(=O)c1cccc(S(=O)(=O)c2ccccc2)c1)C(=O)O (configuration not stated)
- ROC1-CUL1 inh: 14

Cn1c(=O)c2c(n(C)c1=O)=NC1(CCCCC1)N=2
- ROC1-CUL1 inh: -4

CN1CCN(C(=O)c2coc(CN3CCN(c4ncccn4)CC3)n2)[C@@H](c2ccccc2)C1
- ROC1-CUL1 inh: 2

# Screening results deposited in PubChem by Icahn School of Medicine at Mount Sinai.
